From PubChem BioAssay
Mtb UGM inh – blocks M. tuberculosis UGM enzyme | P9WIQ1 | purified UGM, fluorescence polarization probe displacement | inhibition, % at 10 µM | actives 0.06% (n = 320,000); in the data active = inhibition above about 10%, passing the limit was not always enough; inconclusive = no clear call, values can overlap the other calls
FBA Mtb inh – inhibits M. tuberculosis FBA enzyme | AID 588726 | purified M. tuberculosis FBA, fluorescence read-out | inhibition, % at 1 µM | actives 2.3% (n = 360,000) | P9WQA3; in the data active = inhibition above about 27%;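 also: 0% = vehicle and 100% = reference inhibitor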
BioA inh – blocks M. tuberculosis BioA enzyme activity; AID 602481; purified M. tuberculosis BioA enzyme, plate reader; actives 0.096% (n = 360,000); inhibition, % at 9.99 µM; in the data active = inhibition above about 40%; inconclusive = no clear call, values can overlap the other calls
FadD28 binding – inhibitors of Mycobacterium tuberculosis FadD28 bisubstrate binding | FadD28 bisubstrate probe binding, fluorescence polarization | inhibition, % at 12.5 µM | actives 0.22% (n = 360,000); in the data active = inhibition above about 8.5%, passing the limit was not always enough; inconclusive = no clear call, values can overlap the other calls
BoNT-F LC inh – inhibitors of Botulinum neurotoxin F light chain protease; actives 0.22% (n = 360,000); inhibition, % at 10 µM; Multiplex microsphere protease cleavage assay, flow cytometry; in the data active = inhibition above about 35%, passing the limit was not always enough; inconclusive = no clear call, values can overlap the other calls; also: plate controls were buffer without enzyme for full effect and enzyme alone for no effect
PfHsp40 yeast – rescue of PfHsp40-mediated yeast toxicity | S. cerevisiae expressing PfHsp40, growth rescue, ATP luminescence | growth rescue, % at 12.5 µM | actives 0.68% (n = 340,000) | AID 504582; in the data active = growth rescue above about 28%, passing the limit was not always enough; inconclusive = no clear call, values can overlap the other calls;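 also: yeast W303a lacking pdr1 and pdr3 grown in galactose medium; growth measured after three days at 30 °C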
Anthrax LF inh2 – blocks Bacillus anthracis lethal factor protease; actives 0.12% (n = 360,000); multiplex microsphere protease cleavage assay, LF; inhibition, % at 10 µM; also: plate controls were buffer without enzyme for full effect and enzyme alone for no effect
Target sequence (P15917 whole entry, looked up): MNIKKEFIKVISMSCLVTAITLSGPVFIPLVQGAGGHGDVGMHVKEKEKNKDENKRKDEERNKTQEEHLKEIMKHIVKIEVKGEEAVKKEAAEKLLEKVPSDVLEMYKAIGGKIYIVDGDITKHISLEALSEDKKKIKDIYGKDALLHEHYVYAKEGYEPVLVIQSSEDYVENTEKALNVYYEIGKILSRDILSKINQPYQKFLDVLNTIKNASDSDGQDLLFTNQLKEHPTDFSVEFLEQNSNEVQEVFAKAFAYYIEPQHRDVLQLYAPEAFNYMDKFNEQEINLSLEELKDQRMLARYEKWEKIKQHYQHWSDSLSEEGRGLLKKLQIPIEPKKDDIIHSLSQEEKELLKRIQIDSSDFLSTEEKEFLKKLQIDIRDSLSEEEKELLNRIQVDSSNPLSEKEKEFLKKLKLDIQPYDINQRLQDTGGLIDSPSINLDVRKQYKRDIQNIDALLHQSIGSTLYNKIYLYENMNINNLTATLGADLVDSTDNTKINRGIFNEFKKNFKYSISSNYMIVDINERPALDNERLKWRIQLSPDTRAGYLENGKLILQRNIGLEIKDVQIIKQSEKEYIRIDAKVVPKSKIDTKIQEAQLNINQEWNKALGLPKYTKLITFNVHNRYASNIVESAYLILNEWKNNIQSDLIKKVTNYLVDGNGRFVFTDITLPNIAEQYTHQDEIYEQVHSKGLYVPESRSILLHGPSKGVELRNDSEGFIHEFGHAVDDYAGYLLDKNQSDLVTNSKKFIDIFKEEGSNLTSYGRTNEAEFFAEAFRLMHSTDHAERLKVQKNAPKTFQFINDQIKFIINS
BoNT A protease – blocks Botulinum neurotoxin A light chain protease | AID 588499 | actives 0.17% (n = 360,000) | multiplex microsphere protease substrate cleavage, flow cytometry | inhibition, % at 10 µM; also: plate controls were buffer without enzyme for full effect and enzyme alone for no effect
GDH-TPI inh – inhibits GDH-TPI coupling enzymes, artifact for Mtb FBA screen | inhibition, % at 4.8 µM | GDH-TPI coupled enzyme counterscreen, NADH absorbance | AID 588335 | actives 1.2% (n = 360,000); in the data active = inhibition above about 30%;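 also: 0% = DMSO wells and 100% = wells lacking the enzyme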
* hit, by the source's call; u = inconclusive; x = no result given. Rule as the data show it, unless noted: active = inhibition above about 30%; inconclusive = no clear call, values can overlap the other calls; inactive = below that.

Below each SMILES – Mtb UGM inh	FBA Mtb inh	BioA inh	FadD28 binding	BoNT-F LC inh	PfHsp40 yeast	Anthrax LF inh2	BoNT A protease	GDH-TPI inh
CC(=O)NC(c1ccccc1)c1nc(-c2ccccc2)cs1 (stereo unspecified)
 : x	-2	0.1	-2.2	-1	x	-6	0.1	6
C/C(=N/NC(=O)CCC(=O)Nc1cccc(Cl)c1)c1ccc(C)cc1
 : 2.2	-5	x	-1.9	1	-0.9	-1	-0.6	7
CCOC(=O)c1c(C)[nH]c(C)c1S(=O)(=O)N1CCCCC1
 : 1.5	0	0.0	-3.8	-10	-0.7	-3	-1.9	-6
COc1ccc2cc(C#N)c(N3CCN(Cc4nnnn4CCC(C)C)CC3)nc2c1
 : u	2	0.6	-0.6	8	5.5	-4	2.2	11
COc1cc(C)c(C)cc1S(=O)(=O)N1CCCCC1c1cccnc1 (stereo unspecified)
 : 0.1	-4	1.1	-0.7	-10	0.6	-1	0.7	10
O=C(CSc1nnc(-c2cccc(F)c2)o1)Nc1nncs1
 : 1.7	0	3.6	0.5	4	0.1	-6	0.1	-1
CCc1ccc([C@@H]2CC=C(C(=O)O)[C@H](c3ccc(C(C)(C)C)cc3)N2S(=O)(=O)c2ccc(C)cc2)cc1
 : 3.0	-1	3.1	-11	-4	-1.3	-3	0.2	-1
COc1ccccc1NC(=O)Nc1cc(F)ccc1F
 : 1.9	-4	1.0	-4.8	1	2.7	0	-0.2	8
COc1ccc(NC(=O)NC(=O)c2cc(OCC(F)(F)F)ccc2OCC(F)(F)F)cc1
 : -1.1	-1	0.3	-3.2	u	0.8	-4	-1.2	-9
CCc1ccc(OCC(=O)Nc2ccc(S(=O)(=O)N3CCOCC3)cc2)cc1
 : x	-1	1.1	-3.8	u	0.1	u	u	0
CC1(C)Cc2ccccc2C(/C(C#N)=N/O)=N1
 : 1.1	-1	-0.9	-3.9	-4	1.7	-4	-0.5	-5
CC(=O)Nc1cccc(-c2csc(C(O)c3cccc(Cl)c3)n2)c1 (stereo unspecified)
 : x	-1	7.5	-4.7	-5	x	5	-0.3	6
CCN(CC(=O)Nc1c(F)cccc1F)C(=O)C1=COCCO1
 : -0.6	-1	0.8	-3.4	-2	0.1	1	1.2	1
COc1ccc2c(c1)[C@H]1[C@H](CO2)[C@H](c2ccccc2)[C@]2(C)C(=O)Nc3cc(F)ccc3C(=O)N12
 : -3.9	-3	-1.4	-4.2	9	-0.4	-2	0.2	2
CCC(=O)Nc1sc2c(c1C(N)=O)CCN(C(C)=O)C2
 : 3.1	1	1.4	-3.4	-2	0.0	-1	-0.4	-2
O=C(CCS(=O)(=O)c1ccc(Br)s1)NC1CCCC1
 : 0.1	0	x	0.7	0	-1.5	2	0.1	-6
CCCCn1c(N)c(Sc2ccccc2)c(=O)[nH]c1=O
 : -3.5	-8	3.0	-3.3	-10	-2.3	-6	-7.6	-2
Cc1cc(SCC(=O)N2c3ccccc3NC(=O)CC2C)nc2ccccc12 (stereo unspecified)
 : x	0	-1.8	-1.9	0	x	-4	0.4	3
CC(C)Nc1nc(-c2ccccc2F)c2sc(-c3ccccc3)cc2n1
 : x	6	-0.4	-2.9	9	x	12	13	10
O=C(C1CC1)N1CCC(c2nc(-c3ccc(S(=O)(=O)NCC4CCCO4)cc3)no2)CC1 (stereo unspecified)
 : 0.9	6	x	1.2	9	-0.6	-12	7.4	11
O=S(=O)(Nc1cccc(S(=O)(=O)N2CCCC2)c1)c1cccs1
 : 1.4	-1	x	-1.0	1	-1.6	-8	0.0	2
COc1ccc(OC)c(S(=O)(=O)N2CCC(C(=O)Nc3ccccc3)CC2)c1
 : -2.0	2	3.6	-4.6	-3	0.8	1	-0.2	-9
CC(=O)Nc1ccc(C(=O)OCC(=O)N2CCCC2)cc1
 : -1.9	-3	1.0	-0.1	-2	-0.9	-2	-0.4	-4
CC(=O)c1c(C)[nH]c(C(=O)NCc2cccc(Cl)c2)c1C
 : 5.0	3	x	-1.3	-3	-0.3	0	-0.5	1
COc1ccc(Cn2c(N)c(C(=O)NCc3ccco3)c3nc4ccccc4nc32)cc1
 : -2.6	61*	-0.4	-7.8	6	2.1	3	3.9	6
COc1cc2c(=O)n(C)c3ccccc3c2cc1OC
 : x	1	1.4	-0.6	-8	x	-4	-0.1	11
Cc1ccc(S(=O)(=O)N(C)C(C)CCc2ccco2)cc1 (stereo unspecified)
 : -0.5	-1	0.5	-2.9	-5	-0.3	-8	-0.2	5
Cn1c(C(=O)NCCN2CCN(c3ccccc3F)CC2)cc2c(=O)n(C)c3ccccc3c21
 : -1.8	2	0.4	-4.4	2	0.4	-2	-0.7	-3
NNC(=O)Cc1cn(-c2ncc(C(F)(F)F)cc2Cl)c2ccccc12
 : -1.3	3	-1.2	0.5	-6	-0.6	1	0.0	13
COc1ccc(N=Nc2cc(OC)c(N)cc2OC)cc1
 : x	-18	12	0.8	-9	1.6	-8	-0.6	6
CCc1ccc(N(CC(=O)NCC2CCCO2)C(=O)CCC(=O)Nc2nccs2)cc1 (stereo unspecified)
 : -2.3	0	x	-1.2	-5	-0.3	-5	1.2	10
Cc1c(NC(=O)COC(=O)c2cc(-c3cccc4ccccc34)nc3ccccc23)c(=O)n(-c2ccccc2)n1C
 : 3.2	2	x	-4.8	5	1.1	-1	2.2	-5
CC(C)(C)C(=O)NC1(C(F)(F)F)C(=O)Nc2c1c(=O)[nH]c(=O)n2Cc1ccco1 (stereo unspecified)
 : 4.2	5	-4.5	1.4	-11	-0.6	1	0.2	9
O=C(CN1CCN(Cc2ccc(F)cc2)C1=O)NC1CCCC1
 : 0.7	4	0.6	0.5	-4	-1.4	-3	-0.8	5
Oc1ccccc1CC=NC1CCCCC1
 : x	4	x	-0.3	5	-0.1	2	0.4	1
CCN(CC)CCCNCC(=O)Nc1ccc2c(c1)CCC2
 : 0.0	5	x	-4.3	-5	-0.8	-10	0.1	-6
CCCCCC(=O)N/N=C(\C)c1ccc(Cl)cc1
 : -2.7	1	0.4	-1.9	-2	0.3	-4	-0.1	0
COc1ccc(Cl)cc1S(=O)(=O)n1c([N+](=O)[O-])cnc1C
 : 2.0	0	-0.9	0.4	u	-0.2	9	u	13
CCOc1ccc(S(=O)(=O)N(CC(=O)O)c2ccc(C)cc2)cc1
 : -0.8	2	-1.7	-3.6	-3	-0.2	-1	-0.6	-10
O=C(/C=C/Nc1ccc(S(=O)(=O)Nc2cnc3ccccc3n2)cc1)c1cccnc1
 : 1.9	-2	2.9	-1.2	-3	0.4	-4	-1.4	28
Cc1c(C(=O)Nc2nc(-c3ccccn3)cs2)oc2ccccc12
 : 1.1	11	-0.9	-1.7	-3	10	3	-0.1	12
COC(=O)c1ccc(/C=N/NC(=O)C2CC(=O)N(c3ccc(F)cc3)C2)cc1 (stereo unspecified)
 : -1.9	6	-2.8	0.3	0	-0.9	2	-3.1	2
CCC(=O)NC(=S)Nc1ccccc1OC
 : -1.5	-1	-1.6	-1.5	-1	-0.6	3	0.6	6
CC(=O)Nc1ccc(N2C(=O)CC(N3CC(C)OC(C)C3)C2=O)cc1 (stereo unspecified)
 : -1.3	2	0.1	-6.3	-3	-0.7	2	-0.2	-5
COc1ccccc1NC(=O)C1CCCN1C(=O)NCc1ccccc1 (stereo unspecified)
 : -0.1	-1	0.0	-0.8	-3	-1.0	2	-0.1	6
COc1ccccc1C(=O)NCCC(=O)Nc1ccc(C)cn1
 : 2.4	-2	1.1	0.6	x	-0.4	x	x	1
COc1ccc(/C=C2\COc3ccccc3C2=O)c(OC)c1
 : -4.0	-2	-0.8	-2.6	-17	5.9	3	-2.8	22
O=C1CC2(CCN(C(=O)C3CC(=O)N(c4ccc(F)cc4)C3)CC2)Oc2ccccc21 (stereo unspecified)
 : -2.2	6	9.5	0.5	-1	-1.1	0	-1.6	-8
O=C(NNc1nc2c(F)cccc2s1)C1=COCCO1
 : -0.7	-1	0.0	-4.3	1	-0.2	0	0.3	-5
CCOC(=O)N1CCN(C(=O)CCc2cc(OC)c(OC)c(OC)c2)CC1
 : 2.8	2	-0.9	1.3	2	2.1	1	-0.4	-3

Complete entries, looked up by structure.
Listed for `CCCCCC(=O)N/N=C(\C)c1ccc(Cl)cc1` = Mtb UGM inh: -2.7; FBA Mtb inh: 1; BioA inh: 0.4; FadD28 binding: -1.9; BoNT-F LC inh: -2; PfHsp40 yeast: 0.3; Anthrax LF inh2: -4; BoNT A protease: -0.1; GDH-TPI inh: 0
Listed for `CC(=O)NC(c1ccccc1)c1nc(-c2ccccc2)cs1` (stereo unspecified) = Mtb UGM inh: x; FBA Mtb inh: -2; BioA inh: 0.1; FadD28 binding: -2.2; BoNT-F LC inh: -1; PfHsp40 yeast: x; Anthrax LF inh2: -6; BoNT A protease: 0.1; GDH-TPI inh: 6

(further entries)
Below each SMILES – Mtb UGM inh	FBA Mtb inh	BioA inh	FadD28 binding	BoNT-F LC inh	PfHsp40 yeast	Anthrax LF inh2	BoNT A protease	GDH-TPI inh
COc1ccc(C2(C#N)CC[N+](C)(C)CC2)cc1
 : -0.1	2	-1.5	-0.3	10	-1.2	0	0.3	5
O=C(/C=C/Nc1cccc(C(F)(F)F)c1)c1ccc(Oc2ncccn2)cc1
 : -0.7	-1	6.4	1.6	-4	-1.1	-1	-0.6	32*
CCc1ccc(N2CC(C(=O)N(CC)CC(=O)Nc3c(F)cccc3F)CC2=O)cc1 (stereo unspecified)
 : x	2	-0.8	-2.2	3	x	3	-0.6	4
CC(O)Cc1cn([C@@H](CCCCN)C(=O)N2CCNCC2)nn1 (stereo partly specified)
 : 1.2	0	-1.7	-3.6	3	-2.0	3	0.1	8
COc1ccc(CN(C(=O)CO/N=C/c2ccccc2)c2ccccc2C(=O)O)cc1
 : 4.1	-2	x	0.2	-1	-0.1	2	-0.4	8
CC(=O)Nc1ccc(C(=O)Nc2cc(C(F)(F)F)ccc2-n2cnc3ccccc32)cc1
 : -1.1	-1	x	-1.3	-1	0.0	3	1.0	6
Cc1ccc(-c2n[nH]c(=S)n2/N=C/c2c(C)[nH]n(-c3ccccc3)c2=O)cc1
 : 3.7	-3	-0.6	-2.2	-2	-0.7	-3	-1.8	-6
Cc1cccnc1NC(=O)c1ccc(S(=O)(=O)N2CCCCCC2)cc1
 : 0.5	0	x	0.9	9	x	1	7.2	4
COc1cccc(C2=NN(C(=O)c3ccco3)C(c3ccco3)C2)c1 (stereo unspecified)
 : 1.5	-2	4.6	x	-5	-0.5	4	0.2	4
Cc1ccccc1C(=O)NCCN1CCOCC1
 : -1.5	-1	x	-4.3	-1	-0.1	-3	1.0	-10
COc1ccc(C(O)c2cc(OC)ccc2OP(=O)(N(C)C)N(C)C)cc1 (stereo unspecified)
 : -0.7	2	x	0.1	0	0.2	0	0.3	-3
Cc1nnc(N)nc1C
 : 2.2	2	0.6	-0.5	2	0.4	2	-0.4	5
O=C1CC(c2ccccc2)CC2=C1C(c1ccccn1)Nc1ccccc1N2 (stereo unspecified)
 : -1.0	-2	1.3	-0.2	-9	0.6	-2	-1.4	28
CN(CC(=O)Nc1ccccc1C(F)(F)F)C(=O)CSc1nnc(-c2ccncc2)n1C
 : -3.2	1	-0.4	-3.8	9	0.3	1	0.9	14
COc1ccc(-c2cnnc(N/N=C/c3ccc(C)o3)n2)cc1
 : -1.8	0	-0.1	-0.2	-8	6.6	-7	-1.2	29
Cc1cc(NC(=O)CSCC(=O)N2CCN(c3ccccc3)CC2)no1
 : 0.9	-1	-0.7	-2.2	-6	-0.1	1	-0.4	-6
S=C(NCc1ccncc1)Nc1ccccc1
 : -1.2	1	0.6	0.0	-2	-0.7	0	-0.2	2
c1ccc2oc(CCc3nc4ccccc4o3)nc2c1
 : -0.1	5	0.0	-0.3	-4	-0.7	2	-0.7	5
CC(=O)Oc1cccc2c1C(=O)C1CC=CC(OC(C)=O)C1C2=O (stereo unspecified)
 : x	-4	x	0.1	4	0.1	-8	0.5	7
CC(=O)NCc1ccc(C(=O)CCl)s1
 : 4.0	5	1.0	-2.3	-2	-1.3	3	-0.7	-1
